Screens as filed in PubChem.
MITF primary: blocks human microphthalmia-associated transcription factor; O75030; AlphaScreen MITF homodimerization, bead proximity signal; inhibition, % at 2.6 µM; hit rate 0.91% among 650,000; AID 1259374; in the data active = inhibition above about 50%;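 note: 0% = vehicle wells with protein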
TEAD-YAP inh: TEAD-YAP interaction inhibition. HEK-TIYL cells, TEAD-Gal4/YAP UAS-luciferase luminescence. inhibition, % at 9.12 µM. hit rate 1.4% among 640,000. AID 1259422; in the data active = inhibition above about 32%;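 note: 0% = median of test compound wells and 100% = reference inhibitor wells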
FBW7 act: human FBW7 E3 ligase activation, primary screen. hit rate 0.13% among 650,000. AlphaScreen FBW7–phospho-cyclin E peptide binding, activator screen. AID 1259310. normalized activity (activation), % at 26.1 µM; in the data active = normalized activity above about 1.9%;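 note: purified mutant Fbw7 with reduced substrate affinity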
Target sequence (Q969H0 whole entry, looked up): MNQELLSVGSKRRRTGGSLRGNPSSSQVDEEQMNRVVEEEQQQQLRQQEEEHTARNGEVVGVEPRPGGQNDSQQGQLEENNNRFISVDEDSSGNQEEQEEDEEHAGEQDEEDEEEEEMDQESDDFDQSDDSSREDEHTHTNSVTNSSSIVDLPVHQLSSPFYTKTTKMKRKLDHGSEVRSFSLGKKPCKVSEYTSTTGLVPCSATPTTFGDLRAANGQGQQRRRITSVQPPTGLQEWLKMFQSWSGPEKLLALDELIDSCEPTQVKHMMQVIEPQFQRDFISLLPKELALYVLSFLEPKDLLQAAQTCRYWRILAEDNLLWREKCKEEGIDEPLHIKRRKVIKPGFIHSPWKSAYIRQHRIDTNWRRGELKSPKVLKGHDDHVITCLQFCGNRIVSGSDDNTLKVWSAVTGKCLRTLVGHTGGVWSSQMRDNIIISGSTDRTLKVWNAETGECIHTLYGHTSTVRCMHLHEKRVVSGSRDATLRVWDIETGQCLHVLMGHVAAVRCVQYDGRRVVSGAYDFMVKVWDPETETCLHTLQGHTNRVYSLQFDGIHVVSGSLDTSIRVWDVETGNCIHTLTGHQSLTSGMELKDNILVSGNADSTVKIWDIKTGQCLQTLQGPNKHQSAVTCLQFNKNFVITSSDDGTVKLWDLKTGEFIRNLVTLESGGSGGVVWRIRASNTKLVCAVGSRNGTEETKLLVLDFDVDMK
GPR151 activ: activates the human receptor GPR151; Q8TDV0; PathHunter beta-arrestin GPR151 cells, luminescence; activation, % at 11.2 µM; hit rate 1% among 650,000; AID 1508602; in the data active = activation above about 4.9%;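 note: 0% = median of compound wells and 100% = cells with positive control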
Target sequence (Q8TDV0 whole entry, looked up): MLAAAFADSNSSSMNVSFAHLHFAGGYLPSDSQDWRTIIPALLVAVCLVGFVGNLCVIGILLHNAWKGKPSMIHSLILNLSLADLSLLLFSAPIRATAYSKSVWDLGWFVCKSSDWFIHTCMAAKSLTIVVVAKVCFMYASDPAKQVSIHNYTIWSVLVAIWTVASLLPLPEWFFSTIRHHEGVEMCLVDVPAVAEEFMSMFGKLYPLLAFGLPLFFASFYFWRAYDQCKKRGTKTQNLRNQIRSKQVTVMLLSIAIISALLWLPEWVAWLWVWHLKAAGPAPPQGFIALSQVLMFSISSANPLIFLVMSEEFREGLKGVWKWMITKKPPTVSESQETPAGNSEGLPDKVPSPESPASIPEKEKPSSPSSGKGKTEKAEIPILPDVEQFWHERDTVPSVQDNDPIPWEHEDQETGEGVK
* marks the source's active call; other numbers are inactive results; nt = no result given.

Values in the order – MITF primary, TEAD-YAP inh, GPR151 activ, FBW7 act
- Oc1ccc(Br)cc1/C=N/Nc1ncc(Br)cn1
    9.0, -28.9, 0.1, -0.2
- CCn1c(SCC(=O)Nc2cc(OC)cc(OC)c2)nnc1-c1cccs1
    -0.6, 18.2, 5.5*, 1.0
- COc1ccc(N2CCN(C3CCCN(S(=O)(=O)c4cccc(C)c4)C3)CC2)cc1 (stereo not drawn)
    16.1, -2.0, 0.2, 0.0
- COC(=O)c1ccc(C2C3(C#N)C(N)=NC(OC)(OC)C23C#N)cc1 (stereo not drawn)
    13.5, 4.2, -1.1, 0.1
- COc1ccc(S(=O)(=O)NCCC(=O)NCc2ccc(C)cc2)cc1
    -13.1, -7.1, -0.9, 0.1
- CCS(=O)(=O)c1c(S(=O)(=O)CC)c2c(C)cccn2c1C(=O)OC
    14.0, 1.6, -0.7, -0.1
- COc1ccc(NCC(=O)N/N=C2\CCCC(=O)C2)cc1
    -8.9, 2.6, -0.3, 0.0
- CC(C)CC1=NN2C(=N)/C(=C\c3coc4ccccc4c3=O)C(=O)N=C2S1
    1.7, -5.7, -0.3, 0.1
- COc1ccc(CC(=O)N2CCC(n3c(C)nc4sc(C)c(C)c4c3=O)CC2)cc1
    5.9, -2.2, -0.8, -0.1
- Cc1ccc(C2(C)NN=C(c3ccccc3O)S2)o1 (stereo not drawn)
    7.7, -57.9, -1.5, 0.7
- CS(=O)(=O)c1ccc(C(=O)OCC(=O)c2ccc(Br)s2)cc1[N+](=O)[O-]
    7.0, 13.5, -3.1, 0.3
- Cc1ccc(S(=O)(=O)NCCSc2ccccc2)cc1
    -2.0, -0.1, -0.8, 0.2
- O=C(Cc1ccc(F)cc1)NCCn1nc(-c2cccs2)ccc1=O
    9.7, 8.8, 1.5, 0.0
- Cc1ncc2c(c1OC(=O)c1ccc(Br)o1)C(O)OC2 (stereo not drawn)
    -1.8, 2.5, 0.3, -0.1
- Cc1ccccc1CSc1nc2ccsc2c(=O)n1-c1cccc(Cl)c1Cl
    -2.6, -8.9, -0.9, 0.1
- Nc1cccc(N2C(=O)c3ccc(Br)cc3C2=O)c1
    8.7, 1.5, 0.4, -0.2
- CC1=C(C(=O)Nc2ccccc2C)C(c2ccco2)C(C#N)=C(SCC(=O)Nc2ccc(Br)cc2)N1 (stereo not drawn)
    -2.5, 1.6, 1.0, 0.1
- CN(CC(=O)Nc1cccc([N+](=O)[O-])c1)S(=O)(=O)c1ccc2ccccc2c1
    10.2, -0.1, -1.8, 0.4
- CC(=O)O[C@@H]1C[C@H](c2ccc(F)cc2)N(C)C1=O
    1.0, 3.5, -0.1, 0.0
- O=C(c1n[nH]c(=O)c2ccccc12)N1CCC(n2nnc(-c3ccccc3)n2)CC1
    3.7, 21.9, 0.0, 0.4

Carrying on.
Values in the order – MITF primary, TEAD-YAP inh, GPR151 activ, FBW7 act
- CC(C)(C)OC(=O)COC(=O)c1cc(=O)c2ccccc2o1
    8.2, -3.0, -0.4, -0.2
- COc1ccc(CCNc2nc(-c3csc4ccccc34)ncc2C)cc1
    9.6, 1.8, 0.1, 0.4
- Cc1[nH]n(-c2ccc([N+](=O)[O-])cc2)c(=O)c1N=Nc1ccc(S(=O)(=O)O)cc1
    -4.8, -5.1, -0.3, -0.1
- CC(C)c1ccccc1OCC(O)CN1CCN(CCN2C(=O)c3cccc4cccc(c34)C2=O)CC1 (stereo not drawn)
    -11.3, 19.8, 0.2, 0.1
- CC1CC(Nc2ccccc2)c2ccccc2N1C(=O)c1ccc2c(c1)OCO2 (stereo not drawn)
    -5.7, 5.3, -1.1, -0.2
- CCOC(=O)c1ccc(NC(=O)CSc2nc3sc(C(=O)O)c(C)c3c(=O)[nH]2)cc1
    17.1, -3.1, 1.2, 0.2
- Cc1ccc(-n2c(SCCc3ccccc3)nc3sc4c(c3c2=O)CCCC4)cc1
    14.7, 12.5, -0.4, 0.8
- CCN1C(=O)/C(=C/c2ccc(C=O)cc2)SC1=S
    -1.4, -4.2, 1.1, -0.1
- CC1(CC(=O)N/N=C/c2ccc(OCc3ccc(Cl)cc3Cl)cc2)OCCCO1
    -7.4, -17.7, -1.1, 0.7
- Cc1ccc(-n2ncc3c(Nc4ccc(C)c(C)c4)ncnc32)c(C)c1
    2.1, -23.0, -0.5, -0.1
- Cc1ccccc1NCC(=O)N/N=C\c1ccco1
    16.0, 5.5, 0.0, 0.0
- COc1ccc2nc3oc(C(=O)N4CCN(c5ccccn5)CC4)cc3cc2c1
    -7.3, -14.4, 0.8, -0.3
- COc1ccc(CCNC(=O)C2CC(=O)N(c3ccc(C)cc3)C2)cc1 (stereo not drawn)
    -10.6, -0.8, -0.9, -0.2
- CCCN(CCC)Cc1c(C(=O)N/N=C/c2ccncc2)nnn1-c1nonc1N
    -10.6, -6.0, 0.8, 0.1
- CC(=O)Nc1ncc2c(n1)CC(c1ccccc1Cl)CC2=O (stereo not drawn)
    -26.4, -3.2, -0.2, 0.1
- CCN(CCO)Cc1ccc(C(=O)NC(C)c2cccs2)c(=O)[nH]1 (stereo not drawn)
    8.0, -3.9, 0.6, 0.1
- O=S(=O)(Cc1ccccc1)Nc1ccc(Br)cc1F
    -7.4, 4.8, 1.7, 0.1
- Cc1cc(S(=O)(=O)NCC(C)C)ccc1OCC(=O)Nc1ccc2c(c1)OCO2
    2.5, 7.7, 1.5, 0.1
- Cc1cc2nnc(SCC(=O)Nc3ccc4c(c3)OCO4)n2c2ccccc12
    -8.8, 2.9, -0.8, -0.1
- COc1ccc(-n2nnc3c(SCC(N)=O)ncnc32)cc1
    13.2, 4.2, -0.9, 0.6

New compounds follow:
Values in the order – MITF primary, TEAD-YAP inh, GPR151 activ, FBW7 act
- COc1ccc(-c2csc(Nc3ccc(NC(C)=O)cc3)n2)cc1OC
    0.2, -23.5, -0.5, -0.1
- COc1ccc(C=Nc2ccc3[nH]c(=O)[nH]c3c2)cc1OC
    -4.2, 0.5, 1.2, -0.1
- CCCn1c(N2CCN(Cc3ccc(Cl)cc3)CC2)nc2c1c(=O)[nH]c(=O)n2C
    8.0, -4.6, 1.8, 0.2
- COc1cc(Nc2nc(-c3ccccc3Cl)nc3ccccc23)cc(OC)c1
    -11.4, 21.6, 1.1, -0.2
- NC(=O)COc1ccc(S(=O)(=O)N2CCCCC2)cc1
    -87.6, 18.9, -0.6, -0.2
- CCc1ccc(-n2c(=S)sc3c(=O)n(-c4ccccc4OC)c(SC)nc32)cc1
    -6.2, 5.5, 0.1, 0.1
- O=[N+]([O-])c1cccc(C2=CC(c3cc(Br)ccc3F)n3nnnc3N2)c1 (stereo not drawn)
    17.1, 11.2, -1.7, 0.1
- S=C(c1ccc2c(c1)OCO2)N1CCCCCC1
    8.7, 11.8, -1.0, 0.1
- O=C(CS(=O)(=O)CC(=O)c1ccccc1)Nc1ccccc1
    1.5, 1.6, 0.9, 0.1
- COc1ccc(C(=O)N2CCCCC2)cc1S(=O)(=O)Nc1ccccc1
    -8.2, -3.7, 0.7, -0.1
- CC(C)=CCCC1=CCC(/C=N/NC(N)=O)C(C)C1 (stereo not drawn)
    13.6, -10.8, 1.4, 0.4
- O=C1/C(=C/c2ccc(Cl)cc2)C=C(c2ccccc2)N1c1ccccc1Cl
    -6.0, 6.7, 0.1, 0.1
- C/C=C(\C)CN1CCc2nnc(CCNC(=O)c3ccc(C)cc3C)n2CC1
    -3.9, -7.0, 0.0, -0.1
- CCN1CCN(c2ccc(NC(=O)c3ccc(OC)c([N+](=O)[O-])c3)cc2Cl)CC1
    -5.1, 3.0, -0.1, -0.1
- O=C(CCCCC(=O)N/N=C/c1ccccc1O)N/N=C/c1ccccc1O
    7.1, 40.0*, 0.9, -0.6
- O=C(/C=C/c1ccc([N+](=O)[O-])cc1)Nc1cc(C(=O)O)cc(C(=O)O)c1
    -1.7, -5.8, -1.5, 0.0
- O=C(NCCc1cnc[nH]1)c1ccc2c(=O)n(Cc3ccco3)c(=S)[nH]c2c1
    14.3, -6.6, 0.0, -0.4
- CCc1ccc(OCC(=O)Nc2ccc(S(=O)(=O)N3CCCCCC3)cc2)cc1
    -16.4, -2.9, -0.6, 0.3
- CC1(c2ccc(Cl)cc2)NC(=O)N(Cn2nnc3ccccc3c2=O)C1=O (stereo not drawn)
    4.1, 12.8, 1.0, -0.2
- CCOc1cccc2cc(S(=O)(=O)c3ccc(F)cc3)c(=O)oc12
    -3.5, -5.1, -0.5, 0.1

In the list so far, 5 contain fluorine:
Values in the order – MITF primary, TEAD-YAP inh, GPR151 activ, FBW7 act
- O=C(Cc1ccc(F)cc1)NCCn1nc(-c2cccs2)ccc1=O
    9.7, 8.8, 1.5, 0.0
- CC(=O)O[C@@H]1C[C@H](c2ccc(F)cc2)N(C)C1=O
    1.0, 3.5, -0.1, 0.0
- O=S(=O)(Cc1ccccc1)Nc1ccc(Br)cc1F
    -7.4, 4.8, 1.7, 0.1
- O=[N+]([O-])c1cccc(C2=CC(c3cc(Br)ccc3F)n3nnnc3N2)c1 (stereo not drawn)
    17.1, 11.2, -1.7, 0.1
- CCOc1cccc2cc(S(=O)(=O)c3ccc(F)cc3)c(=O)oc12
    -3.5, -5.1, -0.5, 0.1

More structures
Values in the order – MITF primary, TEAD-YAP inh, GPR151 activ, FBW7 act
- N/C(=N\O)c1cn(Cc2ccccc2Cl)c2ccccc12
    -6.2, 10.4, 0.3, 0.0
- Cc1nnc2n1CCN(C(=O)/C(F)=C/c1ccccc1)CC2
    -3.6, -5.3, -0.3, 1.9*
- O=C1NC(=S)S/C1=C\c1ccc(OS(=O)(=O)c2cccc([N+](=O)[O-])c2)cc1
    19.9, 24.4, 0.6, 0.0
- Cc1c(Cl)cccc1NC(=O)COC(=O)c1nc2nccc(C)n2n1
    7.9, 7.8, -0.1, 0.7
- N#Cc1ccc(C2NC(=O)c3cc([N+](=O)[O-])ccc3N2)cc1 (stereo not drawn)
    -15.1, -10.7, 0.3, -0.1
- CCN(C(=O)c1cnc2sccn2c1=O)c1cccc(C)c1
    -18.5, -6.9, 4.5, 0.0
- CCCN(CCC)c1nc(N)nc(Cl)n1
    0.2, 0.1, 0.1, 0.1
- NC(Cc1ccccc1)C(=O)N1CC(=O)Nc2ncc(-c3ccncc3)cc21 (stereo not drawn)
    11.3, 2.1, -0.7, -0.3
- COC(=O)[C@H](COC(C)(C)C)NC(=O)OC1C(=O)c2cc(OC)ccc2O[C@H]1c1cccc(OC)c1 (stereo partly drawn)
    7.6, nt, 0.7, 0.0
- FC(F)(F)c1ccc(Cn2cnc3c(NCc4cccc(C(F)(F)F)c4)nc(Nc4cnccn4)nc32)cc1
    0.3, 2.5, -0.2, 0.1
- CC1CCc2c(sc(NC(=O)C3CC4CCC3C4)c2C(N)=O)C1 (stereo not drawn)
    6.5, -20.1, -0.3, 0.2
- Cc1ccc(S(=O)(=O)NC2=NCN(CCN3CCOCC3)CN2)cc1
    -1.2, -9.4, -0.5, 0.1
- COc1ccc(OC)c(/C=c2\sc3nnc(-c4ccccc4)n3c2=O)c1
    -1.1, 3.0, -0.4, -0.1
- COc1ccc2[nH]c3c(=O)n(CC(=O)NC4CCC(C)CC4)c(=S)[nH]c3c2c1 (stereo not drawn)
    8.3, 11.3, 0.9, 0.7
- CC(C)[C@H]1NC(=O)[C@@H]2C[C@H](NCc3cc(F)ccc3F)CN2C1=O
    16.1, 0.0, 2.1, 0.4
- CCn1c(-c2cc(OC)c(OC)c(OC)c2)n[nH]c1=S
    3.8, 2.6, 1.5, 0.1
- CCCC1C2CN(C(C)C)CC=C2C(C#N)=C(N)C1(C#N)C#N (stereo not drawn)
    -0.4, 0.3, -0.8, -0.4
- CCOc1cccc(/C=N/NC(=O)c2cc(C3CC3)[nH]n2)c1O
    11.0, 11.1, -0.4, -0.1
- CCOC(=O)c1[nH]c(=O)[nH]c1COC(=O)C(CCSC)NC(=O)c1ccccc1 (stereo not drawn)
    -7.1, -22.8, 1.5, 0.0
- COc1ccccc1OCCn1c(SCc2cccc3ccccc23)nc2ccccc21
    -1.4, 3.4, -1.3, 0.2

Taken from above.
COc1ccc2[nH]c3c(=O)n(CC(=O)NC4CCC(C)CC4)c(=S)[nH]c3c2c1 (stereo not drawn) | MITF primary = 8.3
CCCN(CCC)c1nc(N)nc(Cl)n1 | TEAD-YAP inh = 0.1

Additional records follow:
Values in the order – MITF primary, TEAD-YAP inh, GPR151 activ, FBW7 act
- CCOc1ccc(S(=O)(=O)Nc2cccc3ccccc23)c2ccccc12
    -0.2, 2.6, -0.3, 0.1
- CN1CCCc2cc(CNC(=O)c3ccc(CN4CC5CCC4C5)[nH]c3=O)ccc21 (stereo not drawn)
    -5.6, -0.6, -0.3, -0.2
- CC(CC(=O)Nc1nc2ccc([N+](=O)[O-])cc2s1)c1ccccc1 (stereo not drawn)
    18.0, 15.9, 6.5*, 0.2
- COc1cccc(CN(C(=O)c2ccco2)C(C(=O)NC2CCCC2)c2cccnc2)c1 (stereo not drawn)
    -3.6, 9.1, 2.1, 0.1
- Cc1ccc2[nH]c(C)c(CC(=O)NNC3=CC(=O)CC(C)(C)C3)c2c1
    -2.4, 1.2, 0.8, -0.3
- CCn1c(=O)/c(=C\c2ccccn2)s/c1=C(/C#N)c1nc2ccccc2s1
    -1.2, 1.2, 0.8, 0.0
- NC(=O)C1CCN(C(=O)c2ccc3c(c2)S(=O)(=O)c2ccccc2C3=O)CC1
    -10.6, 7.5, 0.2, 0.1
- N#CC1=C(N)Oc2n[nH]c(-c3ccc(Br)cc3)c2C1c1ccc(N2CCOCC2)c([N+](=O)[O-])c1 (stereo not drawn)
    2.8, 7.6, 1.1, -0.4
- COc1ccc2oc(=O)c(C(=O)Nc3ccccc3Cl)cc2c1
    7.3, -20.7, -1.1, -0.1
- O=C(COC(=O)c1ccc([N+](=O)[O-])o1)Nc1ccc(C(F)(F)F)cc1
    -2.7, 6.8, 1.4, -0.1
- OC1CCN(C(c2ccc3ncccc3c2)c2nnnn2CCc2ccccc2)CC1 (stereo not drawn)
    -6.8, 6.3, 0.5, -0.1
